# Screens from PubChem BioAssay.
# hiPSC survival: hiPSC single-cell survival enhancement; AID 602274; actives 0.044% (n = 360,000); ATPlite luminescence; 100% = ROCK inhibitor wells, 0% = DMSO; survival enhancement, % at 20 µM; in the data active means survival enhancement above about 18%;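 further: cells exposed to compounds for 16 hours before the ATP read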
# TRPM1 prom inh: inhibitors of MITF-driven TRPM1 promoter in melanoma cells; actives 0.83% (n = 330,000); SK-MEL-5 TRPM1 promoter luciferase, 24 h; inhibition, % at 12.5 µM;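 active means mean inhibition across replicates of 60% or more, whatever share of single replicates reaches that level; inconclusive means some that reach 60%, reason not given; inactive means mean inhibition across replicates below 60%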; further: values of inactives mirror those of a sister screen read the other way
# NR2E3 ag-1: activates human photoreceptor nuclear receptor NR2E3; GST-NR2E3/biotin-RetCOR TR-FRET, 1536-well; AID 2300; inhibition of corepressor binding, % at 4.78 µM; actives 0.12% (n = 320,000);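 active means percent inhibition above the cutoff of mean plus 3 SD of all tested compounds, set per screening campaign, cut at about 20% in these data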;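 further: 0% = DMSO wells and 100% = biotin wells as full block of FRET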
# Target sequence (Q9Y5X4 whole entry, looked up): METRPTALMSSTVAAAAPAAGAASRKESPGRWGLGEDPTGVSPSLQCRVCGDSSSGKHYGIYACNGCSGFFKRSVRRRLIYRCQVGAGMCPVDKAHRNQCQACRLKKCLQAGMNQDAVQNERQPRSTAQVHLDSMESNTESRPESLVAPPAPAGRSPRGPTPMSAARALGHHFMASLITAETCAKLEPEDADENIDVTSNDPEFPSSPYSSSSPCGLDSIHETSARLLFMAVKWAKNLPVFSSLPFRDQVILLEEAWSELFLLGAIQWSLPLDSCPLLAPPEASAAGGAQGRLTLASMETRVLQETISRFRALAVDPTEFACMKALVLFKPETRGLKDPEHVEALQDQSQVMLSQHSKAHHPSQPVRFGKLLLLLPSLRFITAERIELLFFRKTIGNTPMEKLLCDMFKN
#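 Test system – NR2E3–RetCOR corepressor complex · Quantity – NR2E3 fusion 1.35 nM · Buffer or medium – Tris pH 7.5 · Incubation – Compound–protein incubation for 5 h at 4 °C · Technique – TR-FRET, Eu(K)-anti-GST donor, streptavidin-D2 acceptor, ex 340, em 617/671 nm · Evaluation – percent inhibition of 671/617 nm emission ratio versus biotin and DMSO controls · Plate – 1536-well format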
# Peg3 prom inh: reduces Peg3 promoter-driven luciferase expression in HeLa; HeLa PEG-Prom luciferase reporter, luminescence, overnight; inhibition, % at 20 µM; actives 1.7% (n = 360,000);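 active means inhibition of at least 50% at 20 µM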
# Vif inh: inhibitors of HIV Vif; HEK293T cells, Vif self-association by quenched fluorescence, imaging, 24 h; inhibition, % at 7.49 µM; actives 0.35% (n = 340,000); AID 602346; in the data active means inhibition above about 50%, passing the limit was not always enough; inconclusive means no clear call, values can overlap the other calls; inactive means below about 31%; further: some results filed as inactive read as strong as hits
# HIF-2a inh: blocks HIF-2a reporter activity; 786-0 RCC cells HIF-2a reporter, luciferase luminescence, overnight; inhibition, % at 18.8 µM; actives 0.72% (n = 360,000);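 active means inhibition of the luminescence signal of 40% or more relative to plate controls, in a single-dose primary screen at 18.75 µM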
# aDG glyco up: increases alpha dystroglycan glycosylation. Pro5-aDG cells, alpha-DG glycosylation AlphaScreen (IIH6); 0% Pro5, 100% B10-LARGE cell signal. activation, % at 10 µM. actives 0.22% (n = 360,000). AID 624168;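 active means activation of at least 8% versus controls, or a plate z-score of at least 8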;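 further: Pro5 are CHO cells carrying HIG-tagged alpha-DG that lacks glycosylation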
# Granule exo inh: lytic granule exocytosis inhibition | TALL-104 LAMP-1 surface exposure, flow cytometry; cells stimulated with thapsigargin and PMA | inhibition, % at 10 µM | actives 0.66% (n = 360,000) | AID 651702;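 active means inhibition above about 55%, limit read from the data; inconclusive means no clear call, values can overlap the other calls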
# NR2E3 ag-2: human photoreceptor-specific nuclear receptor agonism | Q9Y5X4 | CHO-S Gal4-NCOR/VP16-NR2E3 two-hybrid, luciferase | inhibition of corepressor binding, % at 3.98 µM | actives 0.35% (n = 360,000) | AID 602229;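 active means inhibition above the mean of all tested compounds plus 3 SD, cut at about 70% in these data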;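 further: 0% = DMSO with NR2E3 transfected cells and 100% = cells lacking NR2E3 construct; higher means lower luciferase signal from less NR2E3 corepressor binding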
# CaV13 ICDI inh: Primary screen for inhibitors of IQ motif and Ca2+-dependent inactivation inhibitor domain binding in CACNA1D, Förster resonance energy transfer in living cells, …; HEK cells, CFP/YFP FRET ICDI-IQ, plate reader, 10 min; percent FRET-ratio fall versus neutral wells; inhibition, % at 12.3 µM; actives 0.098% (n = 340,000);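 active means mean replicate inhibition of at least 30% and at least 1% of replicates passing that level; inconclusive means only one of the two criteria is met; inactive means neither criterion is met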;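 further: 0% = median of the neutral control wells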
# PDI turbidity: inhibitors of human protein disulfide isomerase; P07237; PDI insulin aggregation turbidity, A650, 90 min; inhibition, % at 10 µM; actives 0.052% (n = 350,000); AID 588391;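 active means mean inhibition across replicates of 30% or more, whatever share of single replicates reach that level; inconclusive means mean inhibition below 30% while every single replicate reaches 30%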;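 further: absorbance from insulin aggregation driven by PDI reduction with DTT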
# Target sequence (P07237 whole entry, looked up): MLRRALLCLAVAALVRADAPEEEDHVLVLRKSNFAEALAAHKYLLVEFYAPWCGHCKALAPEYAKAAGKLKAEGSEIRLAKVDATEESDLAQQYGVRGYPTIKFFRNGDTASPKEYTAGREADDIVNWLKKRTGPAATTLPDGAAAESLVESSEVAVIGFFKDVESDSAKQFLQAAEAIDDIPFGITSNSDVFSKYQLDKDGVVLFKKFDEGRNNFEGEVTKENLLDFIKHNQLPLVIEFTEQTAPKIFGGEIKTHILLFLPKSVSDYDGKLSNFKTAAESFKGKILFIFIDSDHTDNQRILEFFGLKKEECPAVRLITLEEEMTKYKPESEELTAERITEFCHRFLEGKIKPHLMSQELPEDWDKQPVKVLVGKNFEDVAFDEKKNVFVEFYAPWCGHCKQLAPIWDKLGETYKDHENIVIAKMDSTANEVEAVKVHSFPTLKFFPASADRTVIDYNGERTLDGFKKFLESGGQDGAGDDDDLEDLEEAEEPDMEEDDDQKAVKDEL
# * marks the source's active call; other numbers are inactive results; ? = inconclusive; nt = not tested or not shown.
1: CCn1cc(S(=O)(=O)NCc2ccc(OC)cc2)cn1
2: CC(OC(=O)CC1CCCC1)C(=O)Nc1ccc(S(N)(=O)=O)cc1 (stereo not given)
3: CCCc1nnc(SCc2ccc(C(=O)OC)o2)n1N
4: CCc1nnc(NC(=O)NC(C)(C)C)s1
5: CCOC(=O)N1CCN(S(=O)(=O)c2ccc(C(=O)N(CCN(CC)CC)c3nc4c(C)cccc4s3)cc2)CC1
6: O=c1c2ccccc2sn1-c1ccc(S(=O)(=O)N2CCCC2)cc1
7: CCCCNc1c(-c2ccc(Sc3ccc(OC)cc3)cc2)nc2cc(C)ccn12
8: CCOc1ccc(NC(=O)Cn2nnc(C(=O)NCc3ccc(OC)cc3)c2N)cc1
entry no.,1,2,3,4,5,6,7,8
hiPSC survival,-0.1,0.6,-2.3,-0.7,-0.4,-1.3,-3.0,-0.6
TRPM1 prom inh,-3,5,-10,-15,-7,15,12,-5
NR2E3 ag-1,-2,-1,3,3,-2,5,nt,-2
Peg3 prom inh,-4,-4,5,-4,-15,-62,8,1
Vif inh,-5,0,8,-10,-2,nt,-11,-2
HIF-2a inh,8,10,5,-37,5,-80,-90,16
aDG glyco up,0.0,0.0,0.0,0.0,-0.1,0.2,2.2,0.3
Granule exo inh,-1,4,6,-5,2,3,-6,3
NR2E3 ag-2,2,-3,-24,-12,-39,-17,-7,-24
CaV13 ICDI inh,-6,-6,nt,-5,nt,nt,-6,-13
PDI turbidity,-4,5,0,3,7,6,0,4

9: Cc1ccc(C(=O)CCC(=O)N2CCN(C(=O)c3ccco3)CC2)cc1
10: Cc1sc2ncnc(N(C)CCc3ccccn3)c2c1C
11: COc1ccc(-c2nnc3n2N=C(C)CS3)cc1OC
12: O=C(/C=C/c1ccc(F)cc1)NCc1ccco1
13: COc1ccc(-c2cnc3c(c2)C(=O)N([C@H](C)CO)C[C@H](C)[C@H](CN(C)C(=O)Cc2cccnc2)O3)cc1
14: CCn1c(C(O)c2ccc(C)cc2)nc2ccccc21 (stereo not given)
15: COc1ccc(/C=N/NC(=O)C2CC2)c(OC)c1OC
16: CC(NS(=O)(=O)c1ccc(F)cc1)C(c1cccs1)N1CCOCC1 (stereo not given)
entry no.,9,10,11,12,13,14,15,16
hiPSC survival,-2.7,-0.1,-0.5,2.9,3.2,1.8,-0.3,1.7
TRPM1 prom inh,2,-3,-8,-18,nt,3,4,nt
NR2E3 ag-1,4,2,-4,-5,nt,-1,4,1
Peg3 prom inh,3,-6,10,-91,4,2,12,-3
Vif inh,11,-16,10,-2,-1,-10,8,2
HIF-2a inh,4,9,15,-134,-8,4,3,13
aDG glyco up,0.5,0.0,-0.4,0.3,-0.2,-0.2,0.3,-0.2
Granule exo inh,0,-1,-3,-2,2,-1,-4,0
NR2E3 ag-2,4,-9,-19,-10,2,-20,-37,-24
CaV13 ICDI inh,-2,-6,-5,-9,-6,nt,-12,-6
PDI turbidity,-2,-3,1,-5,10,-1,-4,nt

17: CCCCCN(C(=O)CCC(=O)OC(C)C(=O)c1ccc(CC)cc1)c1c(N)n(CCCC)c(=O)[nH]c1=O (stereo not given)
18: O=c1[nH]c2c(oc3ccccc32)c(=O)n1Cc1ccccc1
19: Cn1cc(S(=O)(=O)N2CCOCC2)cc1C(=O)NCc1ccc(Cl)cc1
20: O=C(CSc1nnc(Cn2cnc3ccccc32)o1)c1ccccc1
21: CC(C)CC(=O)NC1(C(F)(F)F)NC(=O)N(c2ccccc2)C1=O (stereo not given)
22: C[C@@H]1CN(C(=O)c2ccc(OC3CCN(S(=O)(=O)N(C)C)CC3)cc2)C[C@H](C)O1
23: O=c1c(-c2ccnn2-c2ccccc2F)cnc2n1CCS2
24: Cc1cccc(NC(=O)c2sc3nc4c(c(-c5ccco5)c3c2N)CCC4)c1
entry no.,17,18,19,20,21,22,23,24
hiPSC survival,1.5,0.3,0.1,-0.9,0.8,0.5,0.9,7.8
TRPM1 prom inh,5,4,nt,6,-1,-14,-8,-11
NR2E3 ag-1,nt,nt,-2,-4,2,2,-1,-1
Peg3 prom inh,10,8,5,2,13,13,-11,-57
Vif inh,-12,-5,nt,2,-2,4,-4,10
HIF-2a inh,8,1,7,-1,21,0,-52,-54
aDG glyco up,-0.1,-0.1,0.3,1.1,0.1,0.1,0.2,0.5
Granule exo inh,3,-4,-1,4,90*,1,-1,-1
NR2E3 ag-2,-8,-11,-8,-3,11,-2,-43,-32
CaV13 ICDI inh,-17,-5,-9,nt,4,-10,-5,nt
PDI turbidity,-7,-4,nt,4,-6,-7,3,4

25: COc1ccc([N+](=O)[O-])cc1NC(=O)CS(=O)(=O)c1ccc(C)cc1
26: COc1ccc(CC(=O)Oc2ccc(C(C)C)cc2)cc1S(=O)(=O)N1CCOCC1
27: COc1ccc([N+](=O)[O-])cc1NC(=O)Cn1ccc(C(F)(F)F)n1
28: Cc1ccc(CCNC(=O)C2CC(c3ccccc3C(F)(F)F)=NO2)cc1 (stereo not given)
29: COCc1nnc(NC(=O)c2ccc(S(=O)(=O)N(C)c3ccccc3)cc2)o1
30: O=C(Nc1ccc2nc3n(c(=O)c2c1)CCCC3)c1cncc(Br)c1
31: CCCC[C@@H]1CCCO[C@@](C(=O)NCc2ccc(C)o2)(C(F)(F)F)C1
32: COc1cccc(/C=C/C(=O)OCC(=O)Nc2ccc(S(=O)(=O)N3CCCC3)cc2)c1
entry no.,25,26,27,28,29,30,31,32
hiPSC survival,1.5,-0.4,0.0,-1.4,-0.6,0.1,1.8,-0.5
TRPM1 prom inh,-2,-1,9,-9,nt,-35,6,-2
NR2E3 ag-1,-1,-2,0,5,-1,5,2,-3
Peg3 prom inh,21,-2,23,-7,12,-35,6,-4
Vif inh,-2,-10,-3,-10,4,-5,0,?
HIF-2a inh,2,3,22,3,23,-81,8,12
aDG glyco up,-0.9,0.0,0.0,-0.1,-0.3,0.0,0.1,-0.4
Granule exo inh,-2,-6,1,-15,-2,8,8,4
NR2E3 ag-2,1,14,-14,6,4,-19,13,14
CaV13 ICDI inh,-4,-3,-3,-4,-5,-2,-12,-5
PDI turbidity,-3,-6,-5,2,-7,nt,-1,-4

33: O=C(/C=C/c1cccs1)Nc1ccc(S(=O)(=O)Nc2ncccn2)cc1
34: CCOC(=O)Cn1nnnc1CN(Cc1ccc(OC)cc1)Cc1cc2cc(C)cc(C)c2[nH]c1=O
35: COc1cccc(CN2CCN(CC(=O)NCCc3ccccc3)CC2)c1
36: CCOC(=O)C[C@H]1c2ccc(C(F)(F)F)cc2S(=O)(=O)N1Cc1ccccc1
37: CCOc1ccc(S(=O)(=O)NCCC(=O)NCCOc2ccccc2)cc1
38: CCN(CC)N=Nc1ccc(S(=O)(=O)Nc2c(C)n(C)n(-c3ccccc3)c2=O)cc1
39: CCNC(=O)CC1C(=O)N(c2ccc(OC)cc2)C(=S)N1CCc1ccncc1 (stereo not given)
40: CCC(C)(C)NC(=O)CN(C(=O)C(=O)Nc1ccc2c(c1)OCCO2)C(C)(C)CC
entry no.,33,34,35,36,37,38,39,40
hiPSC survival,-0.6,-0.3,-0.3,-2.4,2.8,-0.3,-0.5,-0.7
TRPM1 prom inh,-8,-6,-8,3,4,-11,11,10
NR2E3 ag-1,0,4,3,-2,2,3,3,0
Peg3 prom inh,-5,15,4,28,0,8,19,5
Vif inh,4,2,0,-10,-3,-2,-2,10
HIF-2a inh,14,7,4,7,4,20,16,16
aDG glyco up,0.0,0.0,-0.1,0.7,-0.2,-0.1,0.1,-0.2
Granule exo inh,0,2,8,28,1,-5,1,-3
NR2E3 ag-2,-4,2,-4,6,7,-13,2,0
CaV13 ICDI inh,-2,nt,-20,-9,-7,-13,nt,0
PDI turbidity,2,1,-1,-4,-9,-18,0,3

# Taken from the results shown (five entries):
33: O=C(/C=C/c1cccs1)Nc1ccc(S(=O)(=O)Nc2ncccn2)cc1
34: CCOC(=O)Cn1nnnc1CN(Cc1ccc(OC)cc1)Cc1cc2cc(C)cc(C)c2[nH]c1=O
35: COc1cccc(CN2CCN(CC(=O)NCCc3ccccc3)CC2)c1
36: CCOC(=O)C[C@H]1c2ccc(C(F)(F)F)cc2S(=O)(=O)N1Cc1ccccc1
37: CCOc1ccc(S(=O)(=O)NCCC(=O)NCCOc2ccccc2)cc1
entry no.,33,34,35,36,37
hiPSC survival,-0.6,-0.3,-0.3,-2.4,2.8
TRPM1 prom inh,-8,-6,-8,3,4
NR2E3 ag-1,0,4,3,-2,2
Peg3 prom inh,-5,15,4,28,0
Vif inh,4,2,0,-10,-3
HIF-2a inh,14,7,4,7,4
aDG glyco up,0.0,0.0,-0.1,0.7,-0.2
Granule exo inh,0,2,8,28,1
NR2E3 ag-2,-4,2,-4,6,7
CaV13 ICDI inh,-2,nt,-20,-9,-7
PDI turbidity,2,1,-1,-4,-9

# Continued:
41: Cc1csc(NC(=O)CSCC(=O)Nc2ccccc2)n1
42: O=C(CCNC(=O)C1CCN(S(=O)(=O)c2ccc(F)cc2)CC1)NCc1ccc(F)cc1
43: CC(C)c1ccc(NC2CCCN(C(=O)CN3C(=O)CSC3=O)C2)cc1 (stereo not given)
44: CCOC(=O)c1sc(=S)n(-c2ccc3c(c2)OCO3)c1N
45: Cc1cc(C)cc(NS(=O)(=O)c2ccc(NC(=O)c3ccccc3C(=O)O)cc2)c1
46: CCOC1=C2CN(S(=O)(=O)c3ccc(C)cc3)[C@H](c3cccs3)C[C@H]2n2c(=O)n(-c3ccccc3)c(=O)n2C1
47: CCOc1ccc(NS(=O)(=O)c2ccc3[nH]cc(C(=O)NC(C)CC)c(=O)c3c2)cc1 (stereo not given)
48: COc1ccc2nc(C(F)(F)C(F)(F)F)c(C#N)c(N)c2c1
49: CNC(=O)COC(=O)CNC(=O)c1cc(Cl)cc([N+](=O)[O-])c1
50: O=C(CNC(=O)c1ccco1)NCCCc1ccccc1
entry no.,41,42,43,44,45,46,47,48,49,50
hiPSC survival,2.2,-0.1,0.8,-0.6,0.0,-1.4,-1.0,-0.7,11,-1.4
TRPM1 prom inh,-6,-4,-16,-1,nt,nt,17,-14,9,-13
NR2E3 ag-1,1,0,2,2,3,nt,6,1,-2,-3
Peg3 prom inh,17,-2,0,2,6,-10,19,31,14,1
Vif inh,15,7,3,nt,8,-8,-6,-9,-1,7
HIF-2a inh,3,14,13,-69,3,11,2,9,8,1
aDG glyco up,0.0,-0.2,0.0,0.2,-0.1,-0.3,-0.4,-0.2,-0.2,-0.1
Granule exo inh,-2,7,0,4,-5,-4,0,0,-7,-1
NR2E3 ag-2,26,14,-13,-8,-5,-14,-4,12,-2,13
CaV13 ICDI inh,-2,-3,-7,-6,3,-4,-4,-2,3,-6
PDI turbidity,-3,1,12,-1,-5,nt,10,-4,4,5
